Screens (PubChem BioAssay)
MsrA inhibitor: bovine MsrA enzyme inhibitors, primary screen, biochemical, absorbance, HTS | Methionine sulfoxide reductase A (Bos taurus) | purified bovine MsrA, absorbance read-out | inhibition, % at 15.5 µM | 360,000 tested, 0.75% active | AID 651718, 2012; in the data active = inhibition above about 4.5%;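 also: 0% = vehicle wells with enzyme and 100% = reference inhibitor wells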
bovine MsrA act: bovine MsrA enzyme activators, primary screen, biochemical, absorbance, HTS; Methionine sulfoxide reductase A (Bos taurus); purified bovine MsrA, absorbance read-out; activation, % at 10.6 µM; 360,000 tested, 0.3% active; AID 602163, 2012; in the data active = activation above about 7.5%;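 also: 0% = vehicle and 100% = reference activator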
FAS TE block: FAS thioesterase domain inhibitors, primary screen, biochemical, fluorescence intensity, uHTS; recombinant FAS-TE, OMFH fluorogenic substrate, fluorescence endpoint; inhibition, % at 15 µM; Fatty acid synthase (Homo sapiens), P49327; 360,000 tested, 0.67% active;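 active = compounds whose normalised, plate-corrected inhibition of enzyme fluorescence in the single-dose primary screen is 50% or more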;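 also: 0% = DMSO with enzyme and 100% = substrate without enzyme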
PABP1 MLLE inh: inhibitors of PABP1 MLLE–PAM2 peptide binding, primary screen, biochemical, fluorescence polarization, FITC-PAM2, GST-MLLE; 360,000 tested, 0.36% active; inhibition, % at 20 µM; Polyadenylate-binding protein 1 (Homo sapiens), P11940; in the data active = inhibition above about 35%, passing the limit was not always enough;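 also: plate controls were DMSO wells with GST-MLLE for no effect and wells lacking GST-MLLE protein for full effect; some results filed as inactive read as strong as hits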
NRP1-CendR mod: modulators of CendR peptide binding to NRP-1, primary screen, biochemical, fluorescence polarization, uHTS | 360,000 tested, 0.85% active | inhibition, % at 25 µM | Neuropilin-1 (Homo sapiens), O14786 | FAM-RPARPAR peptide binding to NRP-1;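 active = inhibition or corrected inhibition above about 18%, plus a signal ratio from 0.5 to 1.5, limit read from the data, passing the limit was not always enough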; also: strong numbers were not always called active
Target sequence (O14786 whole entry, looked up): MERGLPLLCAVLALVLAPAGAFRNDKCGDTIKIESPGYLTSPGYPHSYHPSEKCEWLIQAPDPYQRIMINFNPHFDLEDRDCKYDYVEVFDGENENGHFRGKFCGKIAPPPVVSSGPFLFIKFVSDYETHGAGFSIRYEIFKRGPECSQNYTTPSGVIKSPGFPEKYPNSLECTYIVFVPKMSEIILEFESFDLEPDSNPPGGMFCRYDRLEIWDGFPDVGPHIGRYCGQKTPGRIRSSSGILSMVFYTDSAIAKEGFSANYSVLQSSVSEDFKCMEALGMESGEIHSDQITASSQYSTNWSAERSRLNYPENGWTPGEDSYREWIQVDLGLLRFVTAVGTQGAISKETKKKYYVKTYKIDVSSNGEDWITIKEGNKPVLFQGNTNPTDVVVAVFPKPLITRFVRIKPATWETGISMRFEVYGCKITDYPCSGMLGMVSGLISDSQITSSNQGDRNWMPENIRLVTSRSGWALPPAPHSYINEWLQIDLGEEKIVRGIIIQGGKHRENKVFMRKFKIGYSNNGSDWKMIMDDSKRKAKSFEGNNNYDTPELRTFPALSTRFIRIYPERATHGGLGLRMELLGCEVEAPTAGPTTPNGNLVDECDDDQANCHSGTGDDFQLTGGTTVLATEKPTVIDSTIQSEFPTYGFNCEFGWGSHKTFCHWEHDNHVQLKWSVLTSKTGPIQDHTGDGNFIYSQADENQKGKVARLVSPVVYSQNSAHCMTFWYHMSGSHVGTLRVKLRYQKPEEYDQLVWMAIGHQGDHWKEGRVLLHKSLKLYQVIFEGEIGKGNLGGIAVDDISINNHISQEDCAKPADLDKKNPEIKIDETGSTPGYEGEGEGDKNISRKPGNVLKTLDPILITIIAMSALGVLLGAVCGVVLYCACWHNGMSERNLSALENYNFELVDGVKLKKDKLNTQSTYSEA
SKN-1 inh: suppressors of acrylamide-induced Pgst-4::GFP reporter in worms, primary screen, SKN-1 inhibitor project, whole organism, uHTS, GFP/RFP fluorescence ratio, strain VP596. 360,000 tested, 0.49% active. C. elegans VP596 Pgst-4::GFP/RFP ratio, 24 h. inhibition, % at 21.8 µM;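 active = interference check ratio from 0.5 to 1.5 plus GFP to RFP signal ratio inhibition reaching or exceeding a fixed threshold, cut at about 30% in these data, passing the limit was not always enough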; also: some compounds called inactive have numbers as strong as hits
TbMetRS inhib: T. brucei MetRS inhibitors, primary screen, biochemical, luminescence. methionyl-tRNA synthetase (Trypanosoma brucei brucei). purified T. brucei MetRS, ATP depletion, Kinase-Glo luminescence. inhibition, % at 11.9 µM. 360,000 tested, 0.4% active;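 active = inhibition above a per-plate cutoff of the control wells' mean inhibition plus 3 SD, cut at about 5.5% in these data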;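 also: 0% = DMSO wells median and 100% = median of wells with control inhibitor compound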
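System: purified T. brucei MetRS enzyme / Detection: Kinase-Glo luciferase luminescence reporting remaining unconsumed ATP / Medium: HEPES buffer with MgCl2, KCl, DTT, spermine, BSA, pyrophosphatase / Replication: singlicate, one well per compound / Evaluation: percent inhibition relative to median high and low control wells / Schedule: 2 h aminoacylation at 25 °C after 15 min preincubation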
eLon inh: inhibitors of E. coli Lon protease, primary screen, biochemical, fluorescence polarization | 360,000 tested, 0.42% active | inhibition, % at 7.94 µM | P0A9M0 | purified E. coli Lon protease; in the data active = inhibition above about 13%, passing the limit was not always enough;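 also: 0% = enzyme with probe and DMSO and 100% = no enzyme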
MT1-MMP act inh: blockers of MT1-MMP proenzyme processing, primary screen, HT1080 RFP-PRO-GFP cells, GFP/RFP fluorescence; GFP/RFP ratio change, % at 20 µM; GFP/RFP ratio fluorescence, overnight; percent of plate control window, DMSO zero; Matrix metalloproteinase-14 (Homo sapiens), P50281; 360,000 tested, 0.061% active; AID 651647, 2012;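 active = GFP/RFP ratio change of at least 30% with cell ATP level not reduced by more than half and red fluorescence within 50% of control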; also: strong numbers were not always called active
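Assay system – RFP-PRO-GFP reporter HT1080 cells · Compound dosing – single dose of 20 µM compound, 1% DMSO final · Incubation – overnight compound exposure at 37 °C · Measure – GFP/RFP fluorescence ratio · Benchmarks – DMSO wells and RFP-L50D-GFP cells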
An asterisk follows results filed as active.

`CCc1nc2n(n1)C(O)c1cc([N+](=O)[O-])ccc1S2` (stereo unspecified) gave MsrA inhibitor 1.8, bovine MsrA act -5, FAS TE block 7, PABP1 MLLE inh -7, NRP1-CendR mod 10, SKN-1 inh -5, TbMetRS inhib -0.9, eLon inh 7 and MT1-MMP act inh 5.
Cn1nc(C(F)(F)F)c2cc(C(=O)Nc3ccc(C(F)(F)F)cc3)sc21 was read as MsrA inhibitor -0.9, bovine MsrA act -6, FAS TE block 35, PABP1 MLLE inh -4, NRP1-CendR mod -6, SKN-1 inh -2, TbMetRS inhib -1.4, eLon inh 1 and MT1-MMP act inh 0.
Cc1c(NC(=O)c2cccc(NC(=O)COc3ccc(C#N)cc3)c2)c(=O)n(-c2ccccc2)n1C was read as MsrA inhibitor 1.2, bovine MsrA act -2, FAS TE block -4, PABP1 MLLE inh -14, NRP1-CendR mod -4, SKN-1 inh 9, TbMetRS inhib -0.1, eLon inh -8 and MT1-MMP act inh 0.
For O=C(COC(=O)/C=C/c1ccc(F)cc1)Nc1cc(C(F)(F)F)ccc1N1CCOCC1 the results were MsrA inhibitor -1.1, bovine MsrA act -6, FAS TE block -9, PABP1 MLLE inh -18, NRP1-CendR mod 3, SKN-1 inh 1, TbMetRS inhib -0.6, eLon inh -1 and MT1-MMP act inh 0.
`COc1ccc(NC2CCCN(C(=O)CSc3ccccn3)C2)cc1OC` (stereo unspecified) gave MsrA inhibitor 0.3, bovine MsrA act -2, FAS TE block -7, PABP1 MLLE inh 8, NRP1-CendR mod -14, SKN-1 inh 10, TbMetRS inhib -0.2, eLon inh 0 and MT1-MMP act inh -1.
`CSC(=NCc1ccc(F)cc1)NS(=O)(=O)c1cccs1` gave MsrA inhibitor 1.3, bovine MsrA act -2, FAS TE block -2, PABP1 MLLE inh 6, NRP1-CendR mod 3, SKN-1 inh 7, TbMetRS inhib -0.2, eLon inh -14 and MT1-MMP act inh 3.
Screening COc1ccc(C(=O)c2sc3nc(-c4ccccc4)ccc3c2N)cc1 returned bovine MsrA act -1, FAS TE block 25, PABP1 MLLE inh -59, NRP1-CendR mod -72, SKN-1 inh 3, TbMetRS inhib -0.3, eLon inh -113 and MT1-MMP act inh -46.
`CCOC(=O)C1CCCN(C(=O)c2cc(F)ccc2C)CC1` (stereo unspecified) gave MsrA inhibitor 0.8, bovine MsrA act -4, FAS TE block -3, PABP1 MLLE inh -4, NRP1-CendR mod -2, SKN-1 inh 6, TbMetRS inhib 0.0, eLon inh 2 and MT1-MMP act inh -1.
`Cn1c(=O)[nH]c(=O)c2c1nc(SCC(O)CO)n2Cc1ccccc1Cl` (stereo unspecified) gave MsrA inhibitor 1.3, bovine MsrA act -6, FAS TE block -4, PABP1 MLLE inh 0, NRP1-CendR mod 6, SKN-1 inh -6, TbMetRS inhib -1.1, eLon inh -9 and MT1-MMP act inh 2.
`Cc1ccccc1NC(=O)NC1CCCCC1C` (stereo unspecified) gave MsrA inhibitor -0.6, bovine MsrA act -11, FAS TE block -8, PABP1 MLLE inh 12, NRP1-CendR mod -5, SKN-1 inh 9, TbMetRS inhib -1.2, eLon inh 0 and MT1-MMP act inh 0.
For Cc1cccc(OCC(=O)N2CCC3(CC2)CC(=O)c2ccccc2O3)c1 the results were MsrA inhibitor -1.1, bovine MsrA act -2, FAS TE block 0, PABP1 MLLE inh 6, NRP1-CendR mod 3, SKN-1 inh -21, TbMetRS inhib 0.4, eLon inh -11 and MT1-MMP act inh 2.
`CCN(C(=O)COC(=O)CCc1ccc(OC)cc1)c1c(N)n(Cc2ccccc2)c(=O)[nH]c1=O` gave MsrA inhibitor -0.2, bovine MsrA act -2, FAS TE block -3, PABP1 MLLE inh 2, NRP1-CendR mod -1, SKN-1 inh 10, TbMetRS inhib -0.1, eLon inh 0 and MT1-MMP act inh -4.
CC(=O)c1cccc(NC(=O)C2CCCN(S(C)(=O)=O)C2)c1 (stereo unspecified) was read as MsrA inhibitor 1.6, bovine MsrA act -13, FAS TE block -7, PABP1 MLLE inh 7, NRP1-CendR mod 9, SKN-1 inh -7, TbMetRS inhib -1.6, eLon inh -12 and MT1-MMP act inh 1.
For Cc1cccc(NS(=O)(=O)c2cc(Cl)ccc2Cl)n1 the results were MsrA inhibitor 0.3, bovine MsrA act -1, FAS TE block -3, PABP1 MLLE inh 12, NRP1-CendR mod 8, SKN-1 inh 1, TbMetRS inhib 0.4, eLon inh -11 and MT1-MMP act inh -3.
For Clc1ccc2c(NCc3ccco3)ncnc2c1 the results were MsrA inhibitor -0.8, bovine MsrA act -9, FAS TE block -4, PABP1 MLLE inh -7, NRP1-CendR mod -2, SKN-1 inh -16, TbMetRS inhib 4.6, eLon inh -1 and MT1-MMP act inh 0.
COCCCNC(=O)c1ccc(NC(C)=O)cc1 was read as MsrA inhibitor -0.5, bovine MsrA act -9, FAS TE block -5, PABP1 MLLE inh -1, NRP1-CendR mod 4, SKN-1 inh -16, TbMetRS inhib -1.3, eLon inh -8 and MT1-MMP act inh -1.
Screening CCC(=O)N1CCC(C)(C(=O)Nc2ccc3c(c2)OCCO3)C1 (stereo unspecified) returned MsrA inhibitor -0.5, bovine MsrA act -4, FAS TE block -4, PABP1 MLLE inh 4, NRP1-CendR mod 4, SKN-1 inh -4, TbMetRS inhib 0.2, eLon inh 7 and MT1-MMP act inh 3.
Cc1nnc(SCCCn2c(N3CCCCC3)nc3c2c(=O)[nH]c(=O)n3C)s1 was read as MsrA inhibitor 0.4, bovine MsrA act -4, FAS TE block -6, PABP1 MLLE inh 6, NRP1-CendR mod -9, SKN-1 inh -7, TbMetRS inhib -0.6, eLon inh 3 and MT1-MMP act inh 2.
For Cc1ccc(O)c(CNc2ccc(S(=O)(=O)Nc3nccs3)cc2)c1 the results were MsrA inhibitor -1.0, bovine MsrA act -3, FAS TE block -3, PABP1 MLLE inh 3, NRP1-CendR mod -8, SKN-1 inh 0, TbMetRS inhib 1.6, eLon inh -2 and MT1-MMP act inh 7.
For COC(C(=O)Nc1ccc(C(C)=O)cc1)c1ccccc1 (stereo unspecified) the results were MsrA inhibitor 2.3, bovine MsrA act -4, FAS TE block -4, PABP1 MLLE inh -2, NRP1-CendR mod 1, SKN-1 inh 1, TbMetRS inhib -0.5, eLon inh -5 and MT1-MMP act inh 2.
Screening Nc1nc2c(s1)CCCCCCCCCC2 returned MsrA inhibitor -0.3, bovine MsrA act -13, FAS TE block -10, PABP1 MLLE inh -96, NRP1-CendR mod 5, SKN-1 inh -11, TbMetRS inhib 0.7, eLon inh 4 and MT1-MMP act inh 11.
For Cc1ccc(Nc2c(F)c(F)c(F)c(F)c2C(=O)O)c(C)c1 the results were MsrA inhibitor 0.7, bovine MsrA act -9, FAS TE block -5, PABP1 MLLE inh -10, NRP1-CendR mod 2, SKN-1 inh -6, TbMetRS inhib -0.4, eLon inh -6 and MT1-MMP act inh -3.
For CCCCN1CC(COCc2ccccc2)Oc2cccc(Oc3ccc(C(C)C)cc3)c2S1(=O)=O (stereo unspecified) the results were MsrA inhibitor 0.3, bovine MsrA act -3, FAS TE block 22, PABP1 MLLE inh -1, NRP1-CendR mod 5, SKN-1 inh 0, TbMetRS inhib -0.6, eLon inh -7 and MT1-MMP act inh 0.
For O=C(Nc1cc(Cl)cc(Cl)c1)c1cccc(OC(F)F)c1 the results were MsrA inhibitor -0.5, bovine MsrA act -8, FAS TE block 38, PABP1 MLLE inh -2, NRP1-CendR mod 2, SKN-1 inh 25, TbMetRS inhib -0.4, eLon inh 0 and MT1-MMP act inh 8.
`CSc1ccccc1C(=O)NCc1ccccc1C` gave MsrA inhibitor 0.8, bovine MsrA act -6, FAS TE block -1, PABP1 MLLE inh 2, NRP1-CendR mod -8, SKN-1 inh -1, TbMetRS inhib -1.0, eLon inh -10 and MT1-MMP act inh 2.
`CN1CCN(C(=O)c2ccccc2NC(=O)C(C)(C)C)CC1` gave MsrA inhibitor -1.0, bovine MsrA act -14, FAS TE block -12, PABP1 MLLE inh 14, NRP1-CendR mod 4, SKN-1 inh -4, TbMetRS inhib -0.8, eLon inh -1 and MT1-MMP act inh -2.
`O=S(=O)(c1ccc(F)c(F)c1)N1CCCc2ccccc21` gave MsrA inhibitor -1.0, bovine MsrA act 0, FAS TE block 16, PABP1 MLLE inh -1, NRP1-CendR mod 3, SKN-1 inh 22, TbMetRS inhib -0.2, eLon inh -6 and MT1-MMP act inh 0.
Screening CCOC(=O)C1CCN(S(=O)(=O)c2ccc3c4c(cccc24)C(=O)N3CC)CC1 returned MsrA inhibitor 1.1, bovine MsrA act -1, FAS TE block 11, PABP1 MLLE inh 5, NRP1-CendR mod -2, SKN-1 inh -5, TbMetRS inhib -0.3, eLon inh -4 and MT1-MMP act inh 9.
`COc1cc(C=O)ccc1Oc1nnnn1-c1ccc(C(N)=O)cc1` gave MsrA inhibitor -0.1, bovine MsrA act -10, FAS TE block -3, PABP1 MLLE inh 1, NRP1-CendR mod 7, SKN-1 inh -8, TbMetRS inhib -0.5, eLon inh -3 and MT1-MMP act inh 2.
O=S(=O)(c1ccc(Oc2ccc(Cl)cc2)nc1)N1CCOCC1 was read as MsrA inhibitor 0.2, bovine MsrA act -8, FAS TE block 1, PABP1 MLLE inh 7, NRP1-CendR mod 7, SKN-1 inh -19, TbMetRS inhib -0.5, eLon inh 0 and MT1-MMP act inh 4.
`NC(=O)CSc1nnc(-c2ccc(O)cc2)n1Cc1ccco1` gave MsrA inhibitor -0.2, bovine MsrA act -3, FAS TE block -6, PABP1 MLLE inh 13, NRP1-CendR mod 5, SKN-1 inh -21, TbMetRS inhib 0.0, eLon inh -3 and MT1-MMP act inh 4.
`C=CCNC(=O)/C(C#N)=C/c1ccc2c(c1)OCCO2` gave MsrA inhibitor 3.9, bovine MsrA act -4, FAS TE block -3, PABP1 MLLE inh 12, NRP1-CendR mod -4, SKN-1 inh -2, TbMetRS inhib -0.8, eLon inh 4 and MT1-MMP act inh 2.
`O=[N+]([O-])c1cc(C(F)(F)F)cc([N+](=O)[O-])c1Sc1n[nH]c(C(F)(F)F)n1` gave MsrA inhibitor 1.1, bovine MsrA act -4, FAS TE block 10, PABP1 MLLE inh 27, NRP1-CendR mod -10, SKN-1 inh 17, TbMetRS inhib -0.7, eLon inh -1 and MT1-MMP act inh 6.
For Cc1cc(C)c2oc(C(=O)N3CCN(C)CC3)cc(=O)c2c1 the results were MsrA inhibitor 1.4, bovine MsrA act -9, FAS TE block -11, PABP1 MLLE inh 12, NRP1-CendR mod 6, SKN-1 inh -29, TbMetRS inhib -1.3, eLon inh 0 and MT1-MMP act inh 4.
